High-throughput results (PubChem BioAssay)
KCNK3 inh: human KCNK3 channel inhibitors, primary screen, CHO cells, FluxOR thallium flux, B-score; Potassium channel subfamily K member 3 (Homo sapiens), O14649; FluxOR fluorescence; stronger effect = lower value; B-score at 10 µM; 340,000 compounds, 0.84% hits;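 active means B-score under library mean minus 4 SD, starting fluorescence ratio at most library mean plus 5 SD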;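 further: more negative B-score means stronger inhibition of thallium flux through KCNK3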
Target sequence (O14649 whole entry, looked up): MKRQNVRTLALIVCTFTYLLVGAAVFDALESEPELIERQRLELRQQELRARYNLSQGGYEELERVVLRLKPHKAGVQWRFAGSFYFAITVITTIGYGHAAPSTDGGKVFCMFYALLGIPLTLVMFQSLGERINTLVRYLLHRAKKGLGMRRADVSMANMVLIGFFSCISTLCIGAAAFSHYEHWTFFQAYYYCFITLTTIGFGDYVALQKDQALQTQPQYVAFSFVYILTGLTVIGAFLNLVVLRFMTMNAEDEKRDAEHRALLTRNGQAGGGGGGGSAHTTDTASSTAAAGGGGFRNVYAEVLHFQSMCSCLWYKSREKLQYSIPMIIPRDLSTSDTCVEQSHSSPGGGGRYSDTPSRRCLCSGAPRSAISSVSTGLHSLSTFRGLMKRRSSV
KCNQ1 pot: potentiators or activators of KCNQ1 channel, primary screen, cell-based, thallium flux, high-throughput | Potassium voltage-gated channel subfamily KQT member 1 (Homo sapiens), P51787 | CHO-K1 KCNQ1, thallium flux FluxOR fluorescence; stronger effect = higher value | B-score at 10 µM | 310,000 compounds, 0.35% hits | AID 2648, 2010;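 active means fluorescence ratio B-score, a plate-corrected score, at least three library SD, with initial intensity B-score within 5 SD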
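System: Stable KCNQ1 CHO-K1 line | Incubation: 90 min dye loading and 20 min compound exposure, both at room temperature | Measure: Ratio B score | Medium: Assay buffer for compound exposure, DMSO matched across wells | Compound dosing: Single-concentration screen | Probe or stimulus: K+/Tl+ depolarizing stimulus | Measured by: Kinetic FluxOR fluorescence, 10 s baseline plus 110 s post-stimulus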
hERG protect: hERG rescue from dofetilide block, primary screen, cell-based, CHO-hERG, FluxOR thallium flux, dofetilide IC70; 310,000 compounds, 0.51% hits; dofetilide IC70 present; AID 1511, 2009; Voltage-gated inwardly rectifying potassium channel KCNH2 (Homo sapiens), Q12809; activation (rescue from dofetilide block), less the hit threshold, % at 10 µM;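 active means activation above the mean of controls blocked by dofetilide plus 5 SD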;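 further: thallium influx through hERG after potassium depolarization seen as dye fluorescence rise; in these data hits start at about 4.7%; inactives centre near -7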
HDAC3 inh: HDAC3 deacetylase inhibitors, primary screen, biochemical, fluorescence, cell-free homogeneous; inhibition, % at 8.3 µM; recombinant HDAC3, fluorogenic peptide/trypsin coupled; Histone deacetylase 3 (Homo sapiens), O15379; AID 2718, 2010; 320,000 compounds, 0.15% hits; in the data active means inhibition above about 26%, passing the limit was not always enough; inconclusive means no clear call, values can overlap the other calls
Target sequence (O15379 whole entry, looked up): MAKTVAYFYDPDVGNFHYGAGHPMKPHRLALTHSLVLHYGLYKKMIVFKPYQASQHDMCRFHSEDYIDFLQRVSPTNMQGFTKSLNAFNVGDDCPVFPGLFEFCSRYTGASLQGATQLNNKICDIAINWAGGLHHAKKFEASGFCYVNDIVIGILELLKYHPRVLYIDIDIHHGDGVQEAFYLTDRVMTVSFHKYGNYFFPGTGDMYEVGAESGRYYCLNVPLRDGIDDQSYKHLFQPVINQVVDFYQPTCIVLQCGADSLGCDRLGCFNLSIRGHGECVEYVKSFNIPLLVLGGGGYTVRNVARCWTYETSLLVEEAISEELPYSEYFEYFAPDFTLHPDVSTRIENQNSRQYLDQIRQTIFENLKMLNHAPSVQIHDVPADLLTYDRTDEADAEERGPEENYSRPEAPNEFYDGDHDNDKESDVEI
KCNK9 block: KCNK9 potassium channel inhibitors, primary screen, HEK293 cells, thallium flux | Potassium channel subfamily K member 9 (Homo sapiens), Q9NPC2 | FluxOR thallium flux fluorescence; stronger effect = lower value | B-score at 10 µM | 310,000 compounds, 1.2% hits | AID 488922, 2010;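 active means ratio B-score over 3 SD below the library mean, with starting fluorescence within 5 SD of its mean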;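 further: negative B-score means less thallium flux so channel inhibition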
TRPC4 PAM: positive allosteric modulators of TRPC4, primary screen, cell-based, mouse TRPC4beta, HEK293 mu-opioid, Fluo-4 calcium; B-score at 10 µM; 310,000 compounds, 0.42% hits; DAMGO EC20, Fluo-4 Ca2+ flux; stronger effect = higher value; Short transient receptor potential channel 4 (Mus musculus), Q9QUQ5;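 active means B-score of calcium response area above 5 SD of library B-scores, with initial fluorescence ratio within 5 SD of library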;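 further: B-score of integrated fluorescence ratio over time as area under calcium response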
TRPC4 act: activators of mouse TRPC4 channel, primary screen, Fluo4 calcium, HEK293 TRPC4beta/mu-opioid cells. Fluo4 calcium fluorescence; stronger effect = higher value. 310,000 compounds, 0.49% hits. Short transient receptor potential channel 4 (Mus musculus), Q9QUQ5. B-score at 10 µM;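 active means B-score above 5 SD of library B-scores, and initial fluorescence ratio not above library mean plus 5 SD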;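 further: positive B-score marks a calcium rise read as TRPC4 activation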
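Assay system: HEK293 cells stably co-expressing mouse TRPC4beta and mu-opioid receptor / Timing: Fluo4 dye loading 45 min at room temperature, 110 s recording / Signal: Fluo4 calcium-sensitive dye fluorescence, kinetic, 1 Hz baseline / Read-out: integrated baseline-normalised fluorescence ratio, converted to per-well B score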
Dyrk1A ADPGlo: rat Dyrk1A kinase inhibitors, primary screen, biochemical, single point, plate reader; Dual specificity tyrosine-phosphorylation-regulated kinase 1A (Rattus norvegicus), Q63470; inhibition, % at 12.5 µM; ADP-Glo luminescence, NFATc1 peptide; AID 504441, 2011; 310,000 compounds, 0.43% hits; in the data active means inhibition above about 50%;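 further: plate controls were vehicle with enzyme for no effect and no enzyme for full effect; many of its hits are not listed in these tables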
KCNQ1 inh: inhibitors of human KCNQ1 channel, primary screen, cell-based, thallium flux, high-throughput; Potassium voltage-gated channel subfamily KQT member 1 (Homo sapiens), P51787; CHO-K1 KCNQ1, FluxOR thallium flux fluorescence; stronger effect = higher value; B-score at 10 µM; 310,000 compounds, 1.3% hits; AID 2642, 2010;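 active means compounds whose thallium flux B-score, printed positive for inhibition, exceeds three library SD while starting fluorescence stays within three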;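 further: channel opened by potassium depolarization with thallium stimulus after 20 min compound exposure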
ANO1 block: TMEM16A chloride channel inhibitors, primary screen, cell-based, HTS; normalized B-score (activity score, 25-100; higher = stronger inhibition) at 10 µM; HEK293 TMEM16A/YFP iodide influx fluorescence, ionomycin; 310,000 compounds, 1.2% hits; AID 588511, 2011; Anoctamin-1 (Mus musculus), Q8BHY3;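 active means ratio plate-corrected score three or more library SD toward inhibition, starting fluorescence score within five deviations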;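 further: score derived from kinetic fluorescence span divided by baseline fluorescence per well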
TMEM16A act: TMEM16A chloride channel activators or potentiators, primary screen, cell-based, HTS; Anoctamin-1 (Mus musculus), Q8BHY3; HEK293 TMEM16A/YFP-H148Q/I152L, iodide quench fluorescence; stronger effect = lower value; B-score at 10 µM; 340,000 compounds, 0.3% hits;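 active means fluorescence-ratio B-score plate-corrected deviation score at least 3 library SD below zero, with starting fluorescence score within 5 deviations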;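 further: channel opened by trigger with iodide after compound preincubation; score built on the fluorescence ratio of max minus min over baseline; more negative score means more quench and so TMEM16A activation or potentiation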
Active calls of the source: *; i = inactive; ? = inconclusive; . = not tested or not shown. Only part of the results is shown (hit frequency here may not be typical).

molecule,KCNK3 inh,KCNQ1 pot,hERG protect,HDAC3 inh,KCNK9 block,TRPC4 PAM,TRPC4 act,Dyrk1A ADPGlo,KCNQ1 inh,ANO1 block,TMEM16A act
CSc1ncc(Cl)c(C(=O)Nc2cc(C)ccc2C)n1,i,i,-3,-5,i,i,i,0,i,i,i
CCC(Sc1nc2cc3c(cc2c(=O)n1Cc1ccco1)OCO3)C(=O)Nc1ccccc1OC (stereo not drawn),i,i,-10,-1,i,i,i,2,i,i,i
CN(C(=O)COC(=O)c1ccc2c(c1)OCCO2)c1ccccc1,i,i,-14,-1,i,i,i,18,i,i,i
Cc1cc(C)c(NC(=O)Cn2cnc3c(oc4ccccc43)c2=O)c(C)c1,i,i,-1,0,i,i,i,4,i,i,i
COc1cccc(NC(=O)COC(=O)Cc2ccc(Cl)cc2)c1,i,i,-8,0,i,i,i,-48,i,i,i
CC(=O)c1c(NCc2ccccc2)nc(=O)n(-c2ccccc2)c1C,i,i,-15,7,i,i,i,7,i,i,i
Brc1ccc(-c2csc(N/N=C/c3cccnc3)n2)cc1,i,i,-1,?,i,i,i,-1,i,i,i
Cc1nc(SCC(=O)Nc2cc(C)on2)c2c(=O)n(C)c(=O)n(C)c2n1,i,i,-9,5,i,i,i,-10,i,i,i
CC(C)C(NC(=O)OCc1ccccc1)C(=O)OCC(=O)NCc1ccco1 (stereo not drawn),i,i,-11,18,i,i,i,-15,i,i,i
Clc1ccc2c(NCc3ccccn3)ncnc2c1,i,i,-3,7,i,i,i,3,i,i,i
Oc1ccc(/C=N/Nc2ncc(Cl)cc2Cl)cc1,i,i,-1,3,i,i,i,-2,i,i,.
O=C(COC(=O)Cc1n[nH]c(=O)c2ccccc12)Nc1cccc(C(F)(F)F)c1,i,i,0,-2,i,i,i,2,i,i,i
c1ccc(-c2nc(NCc3cccnc3)c3oc4ccccc4c3n2)cc1,i,i,7.9*,7,-10*,i,i,9,i,i,i
COc1ccc(-c2oc3ccc(-c4ccc(OC)nc4)cc3c2-c2ccc(OC)cc2)cc1,i,i,-5,-23,i,i,i,4,i,i,i
CSc1nc(-c2ccc(Cl)cc2)nn1C(=O)c1ccco1,i,i,-6,0,i,i,i,4,i,i,i
Cc1cc(C)n(-c2ccc(C)c(Cl)c2)n1,i,i,-4,2,i,i,i,-4,i,i,i
Cc1ccc(C(=O)Nc2ccc3c(c2)nc2n3CCSC2)cc1,i,i,-8,3,i,i,i,7,i,i,i
O=C(CSc1ccc2c(c1)OCCO2)Nc1ncc(Cl)cc1Cl,i,i,-13,7,i,i,i,0,i,i,i
COc1cccc(CNC(=O)CCCn2ncn3c(cc4occc43)c2=O)c1,i,i,-5,1,i,i,i,-1,i,i,i
COC(=O)c1ccccc1Oc1ccc(NC(=O)C(C)(C)CCl)cc1,i,i,-13,3,i,i,i,.,i,i,i
NNC(=O)CN1C(c2ccccc2Br)=Nc2ccc(Br)cc2C1c1ccccc1 (stereo not drawn),i,i,-13,?,i,i,i,-11,i,i,i
COc1ccc2c(c1)OC/C(=C/c1cccs1)C2=O,i,i,-7,.,i,i,i,8,i,i,i
CN(C)Cc1c(C(=O)N/N=C/C=C/c2ccccc2)nnn1-c1nonc1N,i,i,-7,-16,i,i,i,-8,i,i,i
c1ccc(N2CCN(c3ccccc3)C2c2cccnc2)cc1,i,i,-7,2,i,i,i,6,i,i,i
CC(C)C(NC(=O)COc1ccccc1)C(=O)O (stereo not drawn),i,i,-12,0,i,i,i,-7,i,i,i
CCNC(=O)C1Cc2ccccc2CN1S(=O)(=O)c1ccc(F)cc1 (stereo not drawn),i,i,-11,.,i,i,i,-4,i,i,i
Cc1ccc(SCCSc2nc(C)cc(=O)[nH]2)cc1,i,i,-5,-3,i,i,i,4,i,i,i
COC(=O)CCC(=O)N1CCOCCOCCN(C(=O)CCC(=O)OC)CCOCCOCC1,i,i,-5,4,i,i,i,7,i,i,i
COC(=O)Cn1nc(-c2ccc(C)c(S(=O)(=O)N(C)C)c2)c2ccccc2c1=O,i,i,-14,3,i,i,i,1,i,i,i
COc1ccc(S(=O)(=O)N2CCC3(CC2)CC(=O)c2ccccc2O3)cc1C,i,i,-7,-1,i,i,i,-2,i,i,i
CCC(C)(C)NC(=O)C(c1ccc(OC)cc1)N(C(=O)CCC(=O)Nc1cc(C)on1)c1cccc(F)c1 (stereo not drawn),i,i,-4,11,i,i,i,-2,i,i,i
CCNC(=O)N(C(=O)NCC)n1c(C)nnc1C,i,i,2,17,i,i,i,-5,i,i,i
O=c1c2ccccc2nc2ccc(NCc3cccs3)nn12,i,i,-12,-5,i,i,i,3,i,i,i
COc1ccc(NC(=O)C2CCCN2S(=O)(=O)c2ccc3c(c2)CC(C)N3C(C)=O)cc1OC (stereo not drawn),i,i,-4,1,i,i,i,.,i,i,i
Cc1ccc2[nH]c(=O)c(C(c3nnnn3Cc3ccccc3)N3CCc4ccccc43)cc2c1 (stereo not drawn),i,i,-12,0,i,i,i,1,i,i,i
CCc1sc(C(=O)Nc2nc(C)cs2)cc1C,i,i,-6,.,i,i,i,9,i,.,i
O=C(COC(=O)c1ccc(-c2nnc(-c3ccccc3)o2)cc1)c1ccccc1,i,i,-4,-1,i,i,i,-4,i,i,i
Cn1cc(/C=C(\NC(=O)c2ccccc2)C(=O)N2CCOCC2)c2ccccc21,i,i,-5,7,i,i,i,-2,i,i,i
CCCC1OC23CCCCC2C(C#N)(C#N)C1(C#N)C(=N)O3 (stereo not drawn),i,i,-6,-9,i,i,i,6,i,i,i
O=C(NN1C(=O)c2ccccc2NC1c1ccc([N+](=O)[O-])o1)c1ccc(Br)cc1 (stereo not drawn),i,i,-14,4,i,i,i,1,i,i,i
Cc1nn(C)c(Cl)c1CN1CCCC(CCC(=O)NCc2ccccc2F)C1 (stereo not drawn),i,i,-5,5,i,i,i,4,i,i,i
O=S(=O)(Nc1c(F)cccc1F)c1ccc(Cl)nc1,i,i,-3,4,i,i,i,-4,i,i,i
CC(C)(C)C(=O)Nc1ccccc1C(=O)NCCCn1ccnc1,i,i,-6,?,i,i,i,3,i,i,i
Cc1ccc(S(=O)(=O)NNC(=O)c2sc(NS(=O)(=O)c3ccccc3)nc2C)cc1,i,i,-7,6,i,i,i,-7,i,i,i
OCc1ccccc1OCCOc1ccc(Cl)c2cccnc12,i,i,-5,-14,i,i,i,-4,i,i,i
CCc1sc(C(=O)NC)cc1Br,i,i,-2,5,i,i,i,1,i,i,i
CCC(C)NC(=O)C1CCN(S(=O)(=O)c2ccc3[nH]c(=O)ccc3c2)CC1 (stereo not drawn),i,i,-6,-2,i,i,i,9,i,i,i
COc1cccc2sc(/N=C/N(C)C)nc12,i,i,-8,2,i,i,i,11,i,i,i
CN(C)S(=O)(=O)c1cccc(NC(=O)c2cc(=O)[nH]c3ccccc23)c1,i,i,-13,-5,i,i,i,-1,i,i,i
CC1CCCC(NC(=O)C2CCN(S(=O)(=O)N3CCC4(CC3)OCCO4)CC2)C1C (stereo not drawn),i,i,1,1,i,i,i,.,i,i,i
CCOC(=O)C1CCN(C(=O)CSc2cc(=O)n(CC)c3ccccc23)CC1,i,i,-2,9,i,i,i,0,i,i,i
CS(=O)(=O)N1CCN(C(=O)Cc2ccc([N+](=O)[O-])cc2)CC1,i,i,-10,-6,i,i,i,-1,i,i,i
COC(=O)c1ccc(Nc2cc(C)nc(-c3ccccc3O)n2)cc1,i,i,-6,-6,i,i,i,-1,i,i,i
Cc1ccc(NC(=O)c2ccc3c(c2)OCO3)cc1Cl,i,i,13*,3,i,i,i,-3,i,i,i
COc1cc(C2CC(=O)N(CC(=O)NCC3CCCO3)c3ccccc3S2)cc(OC)c1OC (stereo not drawn),i,i,-9,-17,i,i,i,4,i,i,i
O=C(CCC(=O)N1CCOc2ccccc21)Nc1ccccc1Cl,i,i,-13,1,i,i,i,2,i,i,i
CCc1cc(Br)ccc1NC(=S)NCCc1ccccc1,i,i,-9,4,i,i,i,4,6*,i,i
O=C(O)CC(Cc1ccc(Cl)cc1)C(=O)NCc1ccccc1 (stereo not drawn),i,i,-3,-2,i,i,i,2,i,i,i
COc1ccc(C2=NCCn3c2c2ccc(C(F)(F)F)cc2[n+]3[O-])cc1,i,i,-6,6,i,i,i,-1,i,i,i
O=S(=O)(NCc1c(Cl)cccc1Oc1ccccc1)c1ccccc1,i,i,-13,3,i,i,i,-2,i,i,i
O=C(CC(c1ccccc1)c1ccccc1O)NCCc1ccccc1 (stereo not drawn),i,i,-8,0,i,i,i,0,i,i,i
